ALOX15B inhib = inhibitors of human 15-lipoxygenase 2 (ALOX15B). O15296. purified 15hLO-2, xylenol orange hydroperoxide absorbance. Potency, µM (doses to about 57.1 µM), for inactives: at the highest dose activity change, negative = inhibition, most hits filed as inhibitors. 0.56% of 110,000 active. AID 881; note: potency is the fitted concentration of half-maximal effect; nearly all actives have a fitted effect of over 60% in size; many of its hits are not listed in these tables
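Read-out: hydroperoxide product oxidises ferrous iron, measured as xylenol orange complex via the 573-to-405 nm absorbance ratio after 30 min. Reaction: 50 nM enzyme, 15 min compound preincubation, 45 uM arachidonic acid, 90 min RT, Hepes pH 7.5 with Triton X-100.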
PNC inhibitor = blocks assembly of the perinucleolar compartment | 3.1% of 140,000 active | activity change (PNC), negative = inhibition, % at 10 µM | PC3M PTB-GFP, PNC prevalence imaging, 16 h; hits give low values;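 active = readout at or below -70, meaning at least 70% loss of cells showing the perinucleolar compartment, a nuclear body marking cancer cells; inconclusive = readout between -30 and a set limit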;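 note: plate controls were DMSO wells for no effect and camptothecin positive control wells for full effect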
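PC3M cells stably expressing PTB-GFP, 750–1000 cells/well, treated 16 h at 37 °C with compound (23 nl of library stock), in duplicate. After paraformaldehyde fixation and Hoechst stain, imaged at 20x; PNC prevalence scored by image analysis.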
IMPase inh = cell-permeable inhibitors of inositol monophosphatase (IMPase); P97697; CHO-M1 cells, IP1 accumulation, HTRF TR-FRET ratio; inhibition (IP1 accumulation), % at 46.1 µM; 120,000 tested, under 10 active; AID 901; active = well fitted curve in the direction sought with a large enough effect in the signal ratio, not every such curve was filed as active; inconclusive = small, poorly fitted or top-dose-only effect, or a change in a side signal; inactive = no such curve, though single readings can be large or run the other way; the % refers to the signal ratio;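 note: cells stimulated with carbachol in lithium chloride buffer; plate controls were DMSO basal wells for no effect and reference inhibitor wells for full effect; higher means more IMPase inhibition seen as more IP1 and lower FRET ratio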
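Elevated IP1 in lysates lowers TR-FRET signal (665/620 ratio and 620 channel reported). Cells were CHO-M1, given carbachol (50 uM as added) plus 50mM LiCl, pH 7.4, 30 min, 37C; compounds titrated up to 46 uM; AC50 by Hill equation.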
ALOX12 inhib = inhibitors of human 12-lipoxygenase (ALOX12); P18054; purified 12-hLO, xylenol orange hydroperoxide absorbance; Potency, µM (series often up to 57.1 µM), without a hit: at the top dose activity change, negative = inhibition, most hits filed as inhibitors; 0.12% of 150,000 active; note: potency is the fitted concentration of half-maximal effect; nearly all actives have a fitted effect of over 55% in size; many of its hits are not listed in these tables
Target sequence (P18054 whole entry, looked up): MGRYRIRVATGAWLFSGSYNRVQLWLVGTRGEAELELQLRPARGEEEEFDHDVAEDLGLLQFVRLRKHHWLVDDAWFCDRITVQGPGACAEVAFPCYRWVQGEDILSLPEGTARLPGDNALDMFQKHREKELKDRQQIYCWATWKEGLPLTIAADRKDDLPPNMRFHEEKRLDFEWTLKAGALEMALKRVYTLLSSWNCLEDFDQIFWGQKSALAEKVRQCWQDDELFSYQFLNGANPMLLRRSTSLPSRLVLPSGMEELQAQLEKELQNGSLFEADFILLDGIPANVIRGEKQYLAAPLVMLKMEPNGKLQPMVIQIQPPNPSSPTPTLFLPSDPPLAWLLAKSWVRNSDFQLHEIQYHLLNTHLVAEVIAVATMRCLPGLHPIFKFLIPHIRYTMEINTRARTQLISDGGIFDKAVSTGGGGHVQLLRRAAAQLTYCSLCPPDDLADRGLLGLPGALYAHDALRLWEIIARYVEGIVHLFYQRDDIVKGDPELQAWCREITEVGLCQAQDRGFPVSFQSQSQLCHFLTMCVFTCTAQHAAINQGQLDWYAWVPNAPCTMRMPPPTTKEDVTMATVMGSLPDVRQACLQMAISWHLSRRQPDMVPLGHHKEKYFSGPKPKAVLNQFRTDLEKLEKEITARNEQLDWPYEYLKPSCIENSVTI
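Xylenol orange chromogenic assay: hydroperoxide from 12hLO oxidises Fe(II), giving red-shifted Fe(III)-XO absorbance. Conditions: 150 nM enzyme, 40 uM arachidonic acid, 25 mM Hepes pH 7.0, 0.01% Triton X-100, 30 min, room temperature.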
* marks the source's active call; other numbers are inactive results; u = inconclusive; x = not tested or not shown; [ ] = another dose, or the depositor's remark. Unless noted, calls come from the whole dose curve; as a rule, active = well fitted curve in the direction sought with a large enough effect; inconclusive = small, poorly fitted or top-dose-only effect, or another doubt; inactive = no such curve, though single readings can be large; an effect the other way counts as inactive or inconclusive. Unless noted, % is set by controls: 0 for no effect and ±100 for the full control effect.

[1] Cc1ccc(-n2c(C)cc(/C=N/NC(=O)CC3(C)OCCO3)c2C)cc1
[2] O=S(=O)(Nc1ccc2nc(C(F)(F)F)[nH]c2c1)c1ccccc1
[3] CC1C(c2ccccc2)C(C#N)(C#N)C2(C#N)C(=O)NC1(N)C2C (stereo unspecified)
[4] CCc1ccc2nc(N3C(=O)C(O)=C(C(=O)c4ccco4)C3c3cccs3)sc2c1 (stereo unspecified)
[5] Cc1ccc(NC(=O)N/C=C/c2ccc(Cl)cc2)cc1
[6] CC1CCCCC1N1CCN(C(=O)c2cccc(F)c2)CC1 (stereo unspecified)
[7] COc1ccc(-c2cc(C(=O)NCCN3CCOCC3)c3ccccc3n2)c(OC)c1
[8] CCCC(=O)N(CCN(C(=O)CCC)c1ccccc1)c1ccccc1
[9] O=C1CCC(C(=O)OCc2c(Cl)cccc2Cl)N1 (stereo unspecified)
[10] CN1CCCC2(CCN(S(=O)(=O)c3ccccc3)CC2)C1

Compound | 1 | 2 | 3 | 4 | 5 | 6 | 7 | 8 | 9 | 10
ALOX15B inhib | x | -12% | 4% | x | -20% | -17%[11.4 µM] | -17% | x | 3% | 6%
PNC inhibitor | 16 | -28 | 25 | -100* | 57 | u | u | -100* | u | x
IMPase inh | 11 | 4 | 10 | -13 | 8 | 0[1.84 µM] | 3 | u | -7 | x
ALOX12 inhib | 4% | -6% | -14% | 6% | -30% | -3% | -13% | 2% | -1% | 3%

The final 2 compounds of the part before lead into the next.
[9] O=C1CCC(C(=O)OCc2c(Cl)cccc2Cl)N1 (stereo unspecified)
[10] CN1CCCC2(CCN(S(=O)(=O)c3ccccc3)CC2)C1
[11] CN1CCCC[C@@H]1CCN1c2ccccc2Sc2ccc(S(C)=O)cc21 (stereo partly specified)
[12] O=C(NNC1=C(C(=O)C(F)(F)F)CCC1)c1ccc(Cl)cc1
[13] CC[C@]1([C@H]2O[C@@H]([C@@H]3O[C@](O)(CO)[C@@H](C)C[C@H]3C)C[C@H]2C)CC[C@@H]([C@]2(C)CC[C@@]3(C[C@@H](O)[C@@H](C)[C@@H]([C@H](C)[C@H](OC)[C@H](C)C(=O)O)O3)O2)O1
[14] CCOCCCNc1ncc2c(n1)CC(c1ccc(C)cc1)CC2=O (stereo unspecified)
[15] CCOc1ccc2[nH]c(C)c(CN3CCN(CC)CC3)c(=O)c2c1
[16] Nc1nc2n(n1)C(c1ccco1)CC(c1ccccc1)N2 (stereo unspecified)
[17] CC(=O)c1ccc(O)c(CO)c1
[18] COC(=O)c1ccc(C(=O)OC)c(NC(=O)c2cnc3n(c2=O)CCS3)c1
[19] CCOC(=O)CC1=C(C(=O)OCC)C(c2cccnc2)C(C#N)=C(N)O1 (stereo unspecified)
[20] Cc1cc(C)cc(OCC(=O)NNC(=O)c2ccoc2C)c1

Compound | 9 | 10 | 11 | 12 | 13 | 14 | 15 | 16 | 17 | 18 | 19 | 20
ALOX15B inhib | 3% | 6% | 5%[11.4 µM] | 45%[activator] | 0%[25.6 µM] | -7% | 6% | x | -1% | x | -4% | 3%
PNC inhibitor | u | x | x | u | x | -9 | -13 | 24 | 29 | 4 | -21 | 25
IMPase inh | -7 | x | 13[20.6 µM] | 15 | -3[20.6 µM] | 0 | -5 | x | -6 | 8 | 4 | 5
ALOX12 inhib | -1% | 3% | -5%[11.4 µM] | -15% | -1%[25.6 µM] | -4% | 1% | 4% | -1% | -1% | 6% | 4%

[21] Cc1ccc2c(c1)N(CCC(=O)NCc1ccc3c(c1)OCO3)C(=O)CO2
[22] CCOC(=O)c1c(NC(=O)CSc2nnnn2CC)sc(C)c1C
[23] COc1ccccc1-c1nc2cc3ccccc3cc2nc1-c1ccccc1
[24] Clc1ccc(-c2nc3cnccn3c2NC2CCCC2)cc1
[25] COc1ccc2[nH]c(=O)c(CN(C)C(=O)COc3ccccc3)cc2c1
[26] Cc1noc(C)c1C(=O)NCCC1=CCCCC1
[27] CCC(c1nnc(SCC(=O)Nc2cc(Cl)ccc2C#N)n1C1CCCCC1)N(C)C (stereo unspecified)
[28] CCOC(=O)c1[nH]c(C)c(C(=O)Nc2ccc(C)c(Cl)c2)c1C
[29] CCCc1cc(-c2[nH]ncc2-c2ccc(C(=O)OCC)o2)c(O)cc1O
[30] COC(=O)c1sccc1NC(=O)COc1ccccc1Cl

Compound | 21 | 22 | 23 | 24 | 25 | 26 | 27 | 28 | 29 | 30
ALOX15B inhib | -5% | -4% | x | 11% | -2% | -1% | x | x | -22% | x
PNC inhibitor | 56 | 6 | 47 | 18 | -18 | 31 | -107* | u | 17 | -22
IMPase inh | -2 | 9 | x | -7 | -4 | 12 | x | -12 | 10 | 4
ALOX12 inhib | -1% | -13% | -4% | -12% | 2% | 0% | -1% | -7% | u | -1%

[31] C[C@@H](Nc1nc(-c2ccccc2)nc2c1oc1ccccc12)C(=O)O
[32] CSc1nc2ccccc2n1Cc1cccc([N+](=O)[O-])c1
[33] Cc1ccc(NC(=O)CSc2nnnn2C)cc1S(=O)(=O)N(C)C
[34] CC1CN(c2c3c(nc4ncnn24)CCCC3)CC(C)O1 (stereo unspecified)
[35] CC(=O)Nc1sc2c(c1C#N)CCCCC2
[36] Clc1c(CSc2nc3ccccc3o2)nc2sccn12
[37] CSc1nc(Cc2ccc(Cl)cc2)nc2ccccc12
[38] Cc1nc(NC(=O)COc2ccccc2)sc1C(=O)Nc1cccc(Cl)c1
[39] COc1cc(/C=N/NC(N)=O)cc(Br)c1OCc1ccc(C)cc1
[40] COc1cccc(C(=O)NC(=S)Nc2nnn(C)n2)c1

Compound | 31 | 32 | 33 | 34 | 35 | 36 | 37 | 38 | 39 | 40
ALOX15B inhib | -3% | x | x | 0% | x | 10% | 7% | 19% | 4% | x
PNC inhibitor | u | u | u | u | 11 | -26 | -26 | 32 | u | -7
IMPase inh | 2 | x | x | 9 | -1 | 11 | -1 | -3 | 14 | x
ALOX12 inhib | 5% | 1% | -2% | 0% | 12% | -2% | -4% | -8% | -2% | -8%

Molecules shown so far that have four or more nitrogen atoms (8):
[3] CC1C(c2ccccc2)C(C#N)(C#N)C2(C#N)C(=O)NC1(N)C2C (stereo unspecified)
[16] Nc1nc2n(n1)C(c1ccco1)CC(c1ccccc1)N2 (stereo unspecified)
[22] CCOC(=O)c1c(NC(=O)CSc2nnnn2CC)sc(C)c1C
[24] Clc1ccc(-c2nc3cnccn3c2NC2CCCC2)cc1
[27] CCC(c1nnc(SCC(=O)Nc2cc(Cl)ccc2C#N)n1C1CCCCC1)N(C)C (stereo unspecified)
[33] Cc1ccc(NC(=O)CSc2nnnn2C)cc1S(=O)(=O)N(C)C
[34] CC1CN(c2c3c(nc4ncnn24)CCCC3)CC(C)O1 (stereo unspecified)
[40] COc1cccc(C(=O)NC(=S)Nc2nnn(C)n2)c1

Compound | 3 | 16 | 22 | 24 | 27 | 33 | 34 | 40
ALOX15B inhib | 4% | x | -4% | 11% | x | x | 0% | x
PNC inhibitor | 25 | 24 | 6 | 18 | -107* | u | u | -7
IMPase inh | 10 | x | 9 | -7 | x | x | 9 | x
ALOX12 inhib | -14% | 4% | -13% | -12% | -1% | -2% | 0% | -8%
